Screening data from PubChem.
CXCR6 inh – CXCR6 (human) receptor inhibition; O00574; CHO-K1 PathHunter CXCR6 beta-arrestin, luminescence; inhibition, % at 20 µM; 360,000 compounds, 0.36% hits; AID 602244; in the data active = inhibition above about 34%, passing the limit was not always enough;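 note: antagonist mode with CXCL16 agonist at 10 nM final; 0% = 10 nM CXCL16 with DMSO and 100% = unstimulated wells without agonist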
Target sequence (O00574 whole entry, looked up): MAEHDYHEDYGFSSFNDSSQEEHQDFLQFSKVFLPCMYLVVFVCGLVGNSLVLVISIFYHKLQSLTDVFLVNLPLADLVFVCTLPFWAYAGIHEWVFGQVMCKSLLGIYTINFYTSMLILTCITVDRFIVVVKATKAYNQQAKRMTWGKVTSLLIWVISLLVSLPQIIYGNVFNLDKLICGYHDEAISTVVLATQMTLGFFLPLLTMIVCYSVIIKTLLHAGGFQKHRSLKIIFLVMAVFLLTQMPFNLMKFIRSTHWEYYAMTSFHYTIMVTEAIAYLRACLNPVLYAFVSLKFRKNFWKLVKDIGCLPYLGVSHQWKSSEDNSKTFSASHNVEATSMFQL
APJ antag – blocks the human apelin receptor APJ; 330,000 compounds, 0.32% hits; inhibition, % at 20 µM; CHO-K1 APJ beta-arrestin complementation, luminescence; P35414;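 active = inhibition above about 40% at 20 µM, limit read from the data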;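 note: cells challenged with 10 nM apelin-13 agonist together with compound; plate controls were apelin-13 plus DMSO wells for no effect and DMSO wells lacking apelin-13 for full effect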
EBI2 block – blocks human EBI2 receptor beta-arrestin signaling; P32249; 360,000 compounds, 0.81% hits; EBI2 beta-arrestin recruitment, luminescence, 7a,25-OHC stimulated; inhibition, % at 5 µM; AID 651636; in the data active = inhibition above about 38%;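 note: enzyme fragment complementation signal reports receptor beta-arrestin coupling in cells; 0% = agonist plus DMSO wells and 100% = wells without agonist; some results beyond the cut were filed as inactive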
Target sequence (P32249 whole entry, looked up, the tested form may be a part): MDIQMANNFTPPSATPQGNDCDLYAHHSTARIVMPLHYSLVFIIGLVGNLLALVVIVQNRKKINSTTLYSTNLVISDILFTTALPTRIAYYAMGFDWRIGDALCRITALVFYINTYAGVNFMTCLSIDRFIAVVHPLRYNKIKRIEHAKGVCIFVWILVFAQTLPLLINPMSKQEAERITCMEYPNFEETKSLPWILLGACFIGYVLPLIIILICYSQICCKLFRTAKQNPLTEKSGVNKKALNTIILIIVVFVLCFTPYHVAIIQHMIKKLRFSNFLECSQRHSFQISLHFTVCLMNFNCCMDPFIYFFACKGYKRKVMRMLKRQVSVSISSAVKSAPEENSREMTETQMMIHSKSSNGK
Jurkat NFkB inh – inhibitors of the PMA/ionomycin-induced NF-kB reporter in Jurkat cells | inhibition, % at 4 µM | PMA/ionomycin-induced NF-kB luciferase reporter, luminescence | 330,000 compounds, 0.53% hits; in the data active = inhibition above about 50%
697 NFkB inh – lowers PMA/ionomycin-induced NF-kB signal in 697 B cells; AID 435022; inhibition, % at 4 µM; 697 B-cell NF-kB luciferase reporter, 16 h; 330,000 compounds, 0.33% hits; in the data active = inhibition above about 35%
UBC13 polyUb – inhibitors of human UBC13 polyubiquitin chain formation; 330,000 compounds, 0.47% hits; inhibition, % at 20 µM; TR-FRET; P61088; in the data active = inhibition above about 45%, passing the limit was not always enough
Gli-Sufu block – blocks Gli-Sufu signaling in a luciferase reporter | Sufu-KO-LIGHT fibroblasts, Gli luciferase reporter luminescence | inhibition, % at 5 µM | AID 588413 | 340,000 compounds, 0.74% hits;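 active = inhibition above about 55%, limit read from the data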;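 note: 0% = DMSO-treated cells and 100% = wells with medium but no cells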
CCR6 antag – CCR6 (human) receptor antagonism. AID 493098. CHO-K1 CCR6 PathHunter beta-arrestin, luminescence, CCL20-stimulated. inhibition, % at 20 µM. P51684. 340,000 compounds, 0.49% hits;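 active = compounds whose inhibition of the agonist-driven luminescence signal at 20 µM reaches about 50%, limit read from the data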;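 note: cells stimulated with CCL20 at 14 nM final; plate controls were DMSO with CCL20 for no effect and DMSO without agonist for full effect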
Target sequence (P51684 whole entry, looked up): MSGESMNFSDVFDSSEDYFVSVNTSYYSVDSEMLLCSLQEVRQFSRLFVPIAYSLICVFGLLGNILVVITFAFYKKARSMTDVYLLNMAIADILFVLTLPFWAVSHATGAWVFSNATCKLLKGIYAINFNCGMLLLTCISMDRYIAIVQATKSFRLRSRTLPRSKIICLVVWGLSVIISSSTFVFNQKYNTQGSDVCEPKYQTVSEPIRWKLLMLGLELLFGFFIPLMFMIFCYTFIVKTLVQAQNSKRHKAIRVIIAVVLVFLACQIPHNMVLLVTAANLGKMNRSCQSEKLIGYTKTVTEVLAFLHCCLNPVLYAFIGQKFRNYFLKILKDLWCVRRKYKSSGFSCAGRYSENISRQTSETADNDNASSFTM
An asterisk follows results filed as active; x = not tested or not shown.

SMILES	CXCR6 inh	APJ antag	EBI2 block	Jurkat NFkB inh	697 NFkB inh	UBC13 polyUb	Gli-Sufu block	CCR6 antag
CCOC(=O)CNc1c(N2CCN(c3ccccn3)CC2)c(=O)c1=O	3	-20	4	4	4	-10	5	2
COc1ccc(CCN(C)C(=O)CN2C(=O)c3ccccc3S2(=O)=O)cc1OC	3	14	4	-4	9	-3	-2	11
CN1CCN(NC(=O)c2ccc(Br)c(S(=O)(=O)N3CCOCC3)c2)CC1	0	-3	-10	6	-7	2	-3	-11
O=C(C1c2ccccc2Oc2ccccc21)N1CCN(c2ccc(Cl)cc2)CC1	12	11	25	12	3	-12	16	-5
Cc1sc2nc(SCC(=O)O)[nH]c(=O)c2c1C	0	-7	4	5	6	-2	7	-2
O=C(Nc1cccnc1)c1cn(-c2ccccc2)nc1-c1cccs1	8	14	6	-23	-25	19	-29	0
CN(C)/C=C/C(=O)c1ccc(S(=O)(=O)c2ccccc2)cc1	0	2	-2	-8	-7	-6	-2	-4
O=S(=O)(NCc1ccc2c(c1)OCO2)c1ccccc1F	-1	-21	-13	-16	-18	-12	-4	-7
CCc1ccccc1OCC(=O)OCC(=O)Nc1cc(C)on1	6	-6	-18	-11	7	48*	-3	8
Cc1cccn2c(=O)c3cc(C(=O)NCCCOC(C)C)sc3nc12	-5	-14	-4	5	17	4	3	-4
COc1ccc(Cl)cc1NC(=O)CN1CCC(n2nnc3ccccc32)CC1	1	4	12	1	-13	25	8	13
S=C(NCCc1ccncc1)Nc1ccccc1	-3	-6	-1	-2	4	-11	1	6
Cc1cccc2c3nc4ccccc4nc3n(CCCN3C(=O)c4ccccc4C3=O)c12	13	x	24	x	x	x	-3	1
CS(=O)(=O)Oc1ccc2c(c1)O/C(=C\C=C\c1ccccc1)C2=O	-12	-18	18	16	-12	2	-7	-2
CC(=O)c1sc(N/N=C2\CC3CCC2(C)C3(C)C)nc1C (stereo unspecified)	-6	24	-4	2	-20	0	4	19
Cc1ccccc1C1CC(c2ccccc2)Nc2ncnn21 (stereo unspecified)	6	20	-3	4	-13	6	-7	8
CC1CCc2nc(NC(=O)CN3CCOCC3)sc2C1 (stereo unspecified)	3	3	-9	-30	-34	-2	-26	-3
CCOCCCNC(=S)Nc1ccc(S(N)(=O)=O)cc1	0	1	-10	-1	23	6	-25	0
N=c1c(C(=O)NC2CCCCC2)cc2c(=O)n3ccccc3nc2n1CCc1ccccc1	2	-8	10	58*	4	14	34	19
O=C(CN1C(=O)S/C(=C\c2cc(Cl)c(O)c(Cl)c2)C1=O)Nc1ccccc1	19	x	-2	x	x	x	2	2
Cn1c(=O)n(CCc2ccccc2)c2ccccc21	6	7	1	5	-26	-2	23	8
Cc1onc(-c2c(F)cccc2Cl)c1C(=O)OCn1nnc2ccccc2c1=O	8	15	-3	-2	7	-10	4	-2
Nc1n[nH]c(C2CCCCC2)n1	2	18	0	-25	12	-2	-8	9
COCc1[nH][nH]c(=O)c1C=Nc1ccc(Cl)cc1	-4	9	-8	-2	24	1	-7	-9
COc1ccccc1N1CCN(c2nc(C)cc(C)c2C#N)CC1	3	7	-1	0	-3	6	3	6
CC(NC(=O)Nc1ccc(Cl)c(Cl)c1)C(c1ccccc1)N1CCOCC1 (stereo unspecified)	-3	-15	12	-7	4	-10	11	-1
CN(c1ccc(-c2csc(NC(=O)C3CC(=O)N(Cc4ccco4)C3)n2)cc1)S(C)(=O)=O (stereo unspecified)	-14	-2	-1	3	9	-5	-3	-1
COc1ccc(CCN(C)C(=O)COc2ccc(C(=O)c3ccccc3)cc2)cc1OC	-8	-60	-3	17	12	3	-6	6
CC(=O)Nc1ccc(S(=O)(=O)N(C)CC(=O)OCC(=O)Nc2ccc3c(c2)OCO3)cc1	-14	-2	-14	0	-12	-6	-7	12
CC(=O)c1cc(-c2ccccc2)n(CC(=O)NC(C)(C)C)c1C	-3	-15	-9	-1	8	10	-8	7
CC(=O)c1ccc(N2CCN(C(=O)CCS(=O)(=O)c3ccc4c(c3)CCN4C(C)=O)CC2)cc1	0	20	-10	3	6	4	16	-9
COc1ccccc1NC(=O)NNC(=O)COc1ccc2ccccc2c1	1	-8	1	11	8	8	3	-6
COc1cc(/C=C/C(=O)OCC(=O)NC(=O)NC(C)(C)C)ccc1OCC#N	-13	-12	-16	6	4	-4	-7	-3
Cn1c(SCC(=O)Nc2nccs2)nnc1-c1ccc(S(=O)(=O)N2CCCC2)cc1	-5	-4	-7	-1	-5	-1	3	-6
CC1(C)N=C(N)N=C(N)N1c1ccc(Oc2ccc(Cl)cc2)c(Cl)c1	-4	12	2	82*	29	36	65*	-5
COc1ccc(NC(=O)c2sc3nc(C)cc(C)c3c2N)cc1	-2	-5	22	-54	-78	3	-69	6
Cc1cc(Cl)c2c(c1)[C@]1(C(=O)N2)[C@@H]2C(=O)N(Cc3ccccc3)C(=O)[C@@H]2[C@@H]2CCCN21	-5	3	3	-13	-38	-10	4	2
CCCCOc1ccc(C(=O)NCCC(=O)NCCCC(=O)OCC)cc1	8	8	5	-1	-9	6	-24	2
Cc1cc(C)c(S(=O)(=O)N2CCCCC2CCNC(=O)C(=O)NCC2CCCO2)c(C)c1 (stereo unspecified)	10	1	-8	0	19	1	-4	6
Cn1c(=O)c2c(nc(N3CCCCCC3)n2CC(O)COc2ccc(Cl)cc2)n(C)c1=O (stereo unspecified)	-1	4	10	-4	-3	2	20	-7
COC(=O)c1ccc(NC(=O)Cn2nc(-c3ccncc3)nc2SCC(=O)Nc2nccs2)cc1	-6	12	1	-5	11	-9	5	9
COc1ccc(S(=O)(=O)N(C)c2ccc(OCC(=O)Nc3cc(C)on3)cc2)cc1	2	2	-8	6	-4	-8	-6	-5
COc1ccc(NC(=O)CSc2nnc(CN3CCOCC3)n2C)cc1Cl	0	1	-4	-7	-3	-3	2	2
C=CCNC(=O)COC(=O)c1ccc(C)c(NC(=O)c2ccco2)c1	8	9	1	-10	9	2	-6	-8
CC(C)CCN1NC2(CCC(C)CC2)NC1=S (stereo unspecified)	-19	-12	-16	6	-13	-1	6	-2
CC(C)CCNC(=O)C1CCN(Cc2cccc(OCc3ccccc3)c2)CC1	-2	8	1	0	-2	5	-13	3
COC(=O)C1CC(O)CN1C(=O)Nc1ccccc1 (stereo unspecified)	-1	14	0	4	19	6	7	9
CCOc1ccccc1NC(=O)C(=O)N/N=C/c1ccc([N+](=O)[O-])cc1	-3	-43	-3	2	39*	-9	36	-7

Just CCR6 antag, CXCR6 inh and Gli-Sufu block (4 entries from above):
| smiles | CCR6 antag | CXCR6 inh | Gli-Sufu block |
| --- | --- | --- | --- |
| COc1ccc(S(=O)(=O)N(C)c2ccc(OCC(=O)Nc3cc(C)on3)cc2)cc1 | -5 | 2 | -6 |
| COc1ccc(NC(=O)CSc2nnc(CN3CCOCC3)n2C)cc1Cl | 2 | 0 | 2 |
| C=CCNC(=O)COC(=O)c1ccc(C)c(NC(=O)c2ccco2)c1 | -8 | 8 | -6 |
| CC(C)CCN1NC2(CCC(C)CC2)NC1=S (stereo unspecified) | -2 | -19 | 6 |

Following part:
SMILES	CXCR6 inh	APJ antag	EBI2 block	Jurkat NFkB inh	697 NFkB inh	UBC13 polyUb	Gli-Sufu block	CCR6 antag
O=C(CSc1ncnc2c1nnn2Cc1ccc(F)cc1)NC1CCCCC1	11	-4	-4	-6	3	3	10	11
COc1ccc(/C=N/Nc2ncc(C(F)(F)F)cc2Cl)c(OC)c1OC	-8	-8	17	3	18	-8	2	-15
Cc1ccccc1N(CC(=O)NC1CCCCC1)C(=O)CCC(=O)Nc1nccs1	1	-5	2	-8	1	7	22	6
O=C(CSc1nccc(=O)[nH]1)NC1CCCCCCC1	-4	-11	-2	8	17	1	-1	-1
O=C(NC1CCCC1)c1ccc(COCC(F)(F)C(F)F)o1	-3	23	5	-1	4	-6	-3	-12
O=C(O)C1CCN(c2c([N+](=O)[O-])cc(C(F)(F)F)cc2[N+](=O)[O-])CC1	-3	-1	-3	0	-22	-20	4	-2
Cc1ccccc1C(=O)N1CCC(C(=O)NC2CCCCCC2)CC1	6	-9	2	-14	-11	4	-8	7
COc1ccc(NC(=O)C2CCN(S(=O)(=O)c3ccc4c(c3)CC(C)N4C(C)=O)CC2)c(OC)c1 (stereo unspecified)	-4	-4	6	14	7	0	23	3
CCNC(=O)NC(=O)C(C)Oc1ccc(Br)cc1Br (stereo unspecified)	9	0	3	-16	-13	7	-25	3
CCCCc1ccc(C(=O)NC(C(=O)O)C(C)C)cc1 (stereo unspecified)	3	4	-6	-4	23	-4	-8	-17
N=c1c2c(-c3ccccc3)c(-c3ccccc3)n(Cc3ccccc3)c2ncn1CCCn1ccnc1	2	9	1	58*	37*	43	26	17
Cc1ccc(-c2ccc3nnc(SCC(=O)NCC4CCCO4)n3n2)cc1 (stereo unspecified)	-1	27	-6	18	24	7	6	8
Cc1ccc(S(=O)(=O)NC(=S)NC2CCCCC2)cc1	-4	4	-7	12	1	-2	-5	16
CCOc1ccc(-c2nc(S(=O)(=O)c3ccccc3)c(N3CCC(C(N)=O)CC3)o2)cc1	-9	-5	-11	3	4	-9	1	6
Cn1cc(CN2CCN(CCc3ccccc3)C(CCO)C2)cn1 (stereo unspecified)	4	1	7	-8	-7	-2	16	-1
CCn1c(C)c(P(c2ccccc2)c2ccccc2)[n+]2ccccc12	6	12	-6	-8	7	0	26	17
O=C(CCCCN1CCCCC1)c1ccc2c(c1)Cc1ccccc1-2	4	-7	-10	-7	10	12	43	11
COc1cccc(CNC(=O)CCCC(=O)Nc2cccc([N+](=O)[O-])c2)c1	1	16	7	16	8	8	1	6
COc1ccc(-c2cn(Cc3ccc([N+](=O)[O-])cc3)nn2)cc1	3	15	7	8	-6	10	-11	18
COC(=O)c1c(NC(=O)CN2CCN(c3ccccc3OC)CC2)c2c(C)cccc2n1C	x	-1	x	6	5	5	x	x
Cc1c(N=Nc2c(-c3ccc([N+](=O)[O-])cc3)[nH]n(C(N)=S)c2=O)cccc1[N+](=O)[O-]	23	x	2	x	x	x	68*	41
COc1cccc(CC(=O)OCC(=O)NNC(=O)c2ccc(Br)cc2)c1	-3	-6	-7	3	9	-2	-5	-4
O=C(CSc1ncccc1-c1nc2ccccc2[nH]1)Nc1ccc2c(c1)OCCO2	5	-3	-2	12	-6	0	-7	0
CN1CCN(C(=O)c2cc3cc(Cl)ccc3[nH]2)CC1	2	-12	56*	-1	1	-2	6	9
c1ccc(-c2cnnc3ccccc23)cc1	7	9	-16	-1	10	0	-4	7
O=C(COc1ccc2c(c1)oc(=O)c1ccccc12)N[C@@H](Cc1c[nH]c2ccccc12)C(=O)O	3	20	-3	11	14	-2	0	-10
CN(C)S(=O)(=O)N1CCC(C(=O)O)(c2ccccc2)CC1	-6	-2	-12	-16	-9	-3	6	-6
Cc1ccc(S(=O)(=O)/N=S(\C)C(C)C)cc1 (stereo unspecified)	2	0	-10	-10	-2	-16	3	-1
Cc1csc2c(N3CCCCC3)ncnc12	-8	9	2	-21	-33	3	-9	4
Cc1noc(C)c1CSCC(=O)NC1=NCCS1	9	11	-11	3	24	12	2	-2
Cc1ccc(C)c(NC(=O)c2ncn[nH]2)c1	-4	3	-5	19	2	6	8	6
O=C(c1ccccc1F)N1CCN(c2ccc([N+](=O)[O-])c(N3CCOCC3)c2)CC1	4	-1	-1	-1	6	-22	0	21
O=C(CSc1nnc(-c2ccccc2)o1)OCc1ccccc1	9	-7	-2	1	8	2	18	-6
Cc1ccc(-c2noc(CCC(=O)N3CCCC3)n2)cc1	6	-14	-7	-15	2	1	-9	-1
CCOC(=O)C1CC2=C(CC(C)(C)CC2=O)N(CCOC)C1=O (stereo unspecified)	-2	x	-16	x	x	x	-2	6
COc1ccc2c(c1)c1ncn(CC3CCCO3)c(=O)c1n2C (stereo unspecified)	0	5	-4	3	9	16	-4	3

Of the compounds above, three contain a furan ring, fused or not:
SMILES	CXCR6 inh	APJ antag	EBI2 block	Jurkat NFkB inh	697 NFkB inh	UBC13 polyUb	Gli-Sufu block	CCR6 antag
CN(c1ccc(-c2csc(NC(=O)C3CC(=O)N(Cc4ccco4)C3)n2)cc1)S(C)(=O)=O (stereo unspecified)	-14	-2	-1	3	9	-5	-3	-1
C=CCNC(=O)COC(=O)c1ccc(C)c(NC(=O)c2ccco2)c1	8	9	1	-10	9	2	-6	-8
O=C(NC1CCCC1)c1ccc(COCC(F)(F)C(F)F)o1	-3	23	5	-1	4	-6	-3	-12

Random draw from the library, and some 3% of all compounds hit somewhere here.
